Compound activity from PubChem.
Gal4-VP16 FLuc: counter-screen for ROR gamma inhibitors: Gal4-VP16 reporter | AID 2546 | Drosophila S2 Gal4-VP16 UAS-luciferase, luminescence, 20 h | 3.5% of 310,000 active | Potency, µM (top dose mostly 53.6 µM), for the others: top-dose activity, negative = inhibition, usual class: inhibitors;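 note: Gal4-VP16 expression switched on by copper sulfate through the metallothionein promoter; % is set by controls: 0 for no effect and ±100 for the full control effect; nearly all actives have a fitted effect of over 50% in size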
p53 reactivation: mutant p53 re-activation in reporter cells; H1299 p53-A138V BP100-luciferase reporter, luminescence, 24 h; Potency, µM (highest dose often 92.2 µM), for the others: at the top dose activity change, positive = activation, hits mostly activators; 0.063% of 320,000 active; AID 504706; note: % of control where 0% means no effect; nearly all actives have a fitted effect of over 45% in size
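p53-null H1299 cells stably carrying temperature-sensitive p53-A138V and a BP100-luciferase reporter were pinned with compounds (4-point, 1:5 series) and held 24 hrs at 37 deg C. Luminescence was read 10 min after detection reagent.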
MLL CXXC-DNA inh: inhibitors of human MLL CXXC domain-DNA interaction | MLL-CXXC / FITC-HOXA9 DNA fluorescence polarization | Potency, µM (series often up to 115 µM), inactives show at the top dose activity change, negative = inhibition, most hits filed as inhibitors | Q03164 | 0.037% of 290,000 active | AID 2662; active = well fitted inhibition curve with a large enough effect in the polarisation, with a control signal flat, not every such curve was filed as active; inconclusive = small, poorly fitted or top-dose-only effect, or effect the other way, or a change in a side signal; inactive = no such curve, though single readings can be large or run the other way; the % refers to the polarisation
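Purified MLL-CXXC (added from a 7 uM solution) was preincubated 5 min at ambient with pinned compounds in 50 mM Tris-HCl pH 7.5, 50 mM NaCl, 1 mM DTT, 0.05% BSA. Fluorescein-labeled HOX-A9 DNA (50 nM solution) followed, 30 min, then polarization read.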
MBNL1-CUG inh: MBNL1-poly(CUG) RNA binding inhibition; Q9NR56; AID 2675; TR-FRET MBNL1-His/biotin-(CUG)12 binding, 665/545 ratio; 0.036% of 280,000 active; Potency, µM (titrated, usually from 57.5 µM), for the others: top-dose activity change, negative = inhibition, usual class: inhibitors; active = well fitted inhibition curve with a large enough effect in the signal ratio, with a control signal flat, not every such curve was filed as active; inconclusive = small, poorly fitted or top-dose-only effect, or effect the other way, or a change in a side signal; inactive = no such curve, though single readings can be large or run the other way; the % refers to the signal ratio; note: % is set by controls: 0 for no effect and ±100 for the full control effect
Target sequence (Q9NR56 whole entry, looked up): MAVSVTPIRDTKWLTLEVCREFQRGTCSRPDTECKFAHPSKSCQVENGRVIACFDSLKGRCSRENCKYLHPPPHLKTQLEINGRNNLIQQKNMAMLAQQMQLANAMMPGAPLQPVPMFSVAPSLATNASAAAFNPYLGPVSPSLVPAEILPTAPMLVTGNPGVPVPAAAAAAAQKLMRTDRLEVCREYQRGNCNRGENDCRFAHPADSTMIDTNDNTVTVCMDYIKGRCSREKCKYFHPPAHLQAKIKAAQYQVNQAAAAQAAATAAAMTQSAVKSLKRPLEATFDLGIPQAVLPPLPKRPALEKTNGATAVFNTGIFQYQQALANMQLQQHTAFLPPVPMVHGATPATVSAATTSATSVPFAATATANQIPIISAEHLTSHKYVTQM
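His-tagged MBNL1 binding to biotinylated (CUG)12 RNA was measured by TR-FRET using terbium anti-His antibody (0.055 ng/ul final) and streptavidin-XL665 (5 nM final). Compounds were titrated 92 nM to 58 uM; 60 min at room temperature.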
Rab9 prom act: activates the Rab9 promoter | 2.8% of 320,000 active | AID 485297 | Potency, µM (series often up to 9.22 µM), inactives show at the top dose activation, negative = inhibition, usual class: activators | Huh7 Rab9 promoter-luciferase reporter, luminescence, 24 h; note: % of control where 0% means no effect; nearly all actives have a fitted effect of over 60% in size
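Huh7 cells stably carrying Rab9 promoter–luciferase reporter, plated 1500 cells/well, compound added after 2 h and incubated 24 h at 37 °C; luciferase luminescence then read after 10 min with detection reagent.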
BRCA1 expr up: BRCA1 expression activation. MCF7-BRCA1-FFLuc reporter, luminescence, 48 h; response scale: scaled: vehicle 0%, 10 µM genistein 100%. Potency, µM (highest dose often 46.1 µM), inactives show at the highest dose activation, hits mostly activators. 1.1% of 380,000 active; note: nearly all actives have a fitted effect of over 80% in size; some results filed as inactive show a strong effect at the top dose
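Reporter cells (MCF7, BRCA1 promoter-firefly luciferase) received library compounds across a concentration series for 48 h. End-point luminescence was measured and concentration-effect curves derived after normalization.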
uPA generation: cell surface uPA generation inhibition. 0.31% of 330,000 active. Potency, µM (highest dose often 38.3 µM), without a hit: top-dose activity change, negative = inhibition, most hits filed as inhibitors. cell surface uPA generation assay, qHTS; active = well fitted inhibition curve with a large enough effect; inconclusive = small, poorly fitted or top-dose-only effect; inactive = no such curve, though single readings can be large or run the other way; tested in mouse RAW 264.7 cells; note: % is set by controls: 0 for no effect and ±100 for the full control effect; nearly all actives have a fitted effect of over 55% in size
FLuc modulator: inhibits or activates purified firefly luciferase, miR-21 counter-screen. purified FLuc, Km substrates, luminescence inhibition. Potency, µM (series often up to 57.5 µM), for inactives: at the top dose activity change, negative = inhibition, usual class: inhibitors. 6.9% of 360,000 active. AID 588342;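 note: plate controls were vehicle for no effect and reference inhibitor for full effect; nearly all actives have a fitted effect of over 55% in size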
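Purified P. pyralis luciferase, 10 nM final, with Km-level 10 uM D-luciferin and 10 uM ATP in 50 mM Tris acetate pH 7.5, 10 mM Mg acetate, 0.01% Tween-20, 0.05% BSA; 6-point qHTS titration about 60 µM downward; luminescence read.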
RORg inh: ROR gamma (mouse) transcription inhibition; P51450; Drosophila S2 Gal4-RORgamma UAS-luciferase reporter, 20 h; Potency, µM (series often up to 53.6 µM), without a hit: top-dose activity change, negative = inhibition, usual class: inhibitors; 5.4% of 310,000 active; note: % is set by controls: 0 for no effect and ±100 for the full control effect; nearly all actives have a fitted effect of over 60% in size
Target sequence (P51450 whole entry, looked up, the tested form may be a part): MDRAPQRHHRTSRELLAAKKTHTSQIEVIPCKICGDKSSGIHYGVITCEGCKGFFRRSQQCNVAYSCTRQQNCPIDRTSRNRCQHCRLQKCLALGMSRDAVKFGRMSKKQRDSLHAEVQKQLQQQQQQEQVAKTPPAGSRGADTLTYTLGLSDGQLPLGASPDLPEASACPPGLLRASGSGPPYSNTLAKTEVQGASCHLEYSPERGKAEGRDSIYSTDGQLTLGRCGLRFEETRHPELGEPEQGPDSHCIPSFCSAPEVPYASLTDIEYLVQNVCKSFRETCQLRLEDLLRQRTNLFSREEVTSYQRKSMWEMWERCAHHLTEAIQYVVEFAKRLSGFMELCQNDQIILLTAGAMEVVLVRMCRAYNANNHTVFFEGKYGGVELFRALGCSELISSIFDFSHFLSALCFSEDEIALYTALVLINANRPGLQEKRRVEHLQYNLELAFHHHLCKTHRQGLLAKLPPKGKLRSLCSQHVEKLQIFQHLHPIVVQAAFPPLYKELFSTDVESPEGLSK
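Luminescence from a UAS-regulated Photinus luciferase reporter in stably transfected Drosophila Schneider cells is measured; decreased signal marks ROR gamma inhibition. Fusion expression is induced by 700 uM copper sulfate for 20 hr.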
NPC1 promoter act: activates the NPC1 promoter; Huh7 NPC1 promoter luciferase reporter, 24 h; Potency, µM (titrated, usually from 9.22 µM), inactives show top-dose activation, actives largely listed as activators; 2.4% of 320,000 active;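 note: % of control where 0% means no effect; nearly all actives have a fitted effect of over 60% in size; reporter is driven by a mutant NPC1 promoter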
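Huh7 reporter cells (NPC1 promoter driving luciferase) are dosed with compound for 24 h at 37 °C, 5% CO2; luciferase detection reagent is then added and luminescence measured after 10 min at ambient temperature.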
ELG1 genotoxic: genotoxicity induction in ELG1-luciferase HEK293T cells; HEK293T ELG1-luciferase reporter, luminescence, 16 h; Potency, µM (series often up to 46 µM), for the others: at the top dose activity change, positive = activation, usual class: activators; 1.3% of 330,000 active; note: % of control where 0% means no effect; nearly all actives have a fitted effect of over 60% in size
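DMSO vehicle served as control against compound-treated ELG1-luciferase HEK293T cells; exposure lasted 16 hr at 37 °C and 5% CO2, followed by ONE-Glo luminescence detection after 30 min.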
* hit, by the source's call; u = inconclusive; x = no result given; [ ] = dose if it differs, or a comment. Unless noted, calls come from the whole dose curve; as a rule, active = well fitted curve in the direction sought with a large enough effect; inconclusive = small, poorly fitted or top-dose-only effect, or another doubt; inactive = no such curve, though single readings can be large; an effect the other way counts as inactive or inconclusive. Potency is the fitted concentration of half-maximal effect. Not all compounds are listed; rates above refer to the full screens.

smiles	Gal4-VP16 FLuc	p53 reactivation	MLL CXXC-DNA inh	MBNL1-CUG inh	Rab9 prom act	BRCA1 expr up	uPA generation	FLuc modulator	RORg inh	NPC1 promoter act	ELG1 genotoxic
CSCCC(NC(=O)c1cc(C(C)(C)C)oc1C)C(=O)O (configuration not stated)	-2%	-3%	1%	-4%	1%	-1%	4%	-1%	-30%	-1%	-2%
CCc1nc2ccc(C(=O)O)cc2nc1CC	u	10%	6%	x	u	6%	-2%	24µM*	0.71µM*	u	u
COc1ccc(Cl)cc1C(=O)NCCN(C)C	5%	-2%	0%	7%	1%	5%	-7%	5%	18%	-1%	1%
C/C(Cn1ncc(N2CCOCC2)c(Cl)c1=O)=N\O	-2%	5%	-9%	-7%	-2%	-25%	-2%	-1%	-2%	3%	-5%
O=C(CSc1nnc(NC(=O)c2ccccc2)s1)NCc1ccco1	u	-1%	7%	-3%	3.2µM*	36%	-17%	4.8µM*	u	2.8µM*	u
COc1ccc(-c2csc(NC(=O)c3cc(C)oc3C)n2)cc1OC	10%	3%	u	-15%	8%	21%	2%	19µM*	9%	-3%	-26%
CCC(=O)Nc1ccc(Cl)c(NC(=O)c2cccc(OC)c2)c1	-1%[10 µM]	-4%	7%	5%	-6%	10%	0%	2%	15%	-2%	-2%
COc1ccc(OC)c(NC(=O)Cc2cccs2)c1	7%	-8%	11%	-4%	2%	7%	-2%	-4%	u	1%	-5%
COc1cc(OC)c(C(=O)NC2CCCCCC2)cc1OC	8%	-10%	-1%	-2%	2%[1.84 µM]	0%	0%	-18%	4%	-2%	-4%
CCn1nc(C(=O)Nc2ccc(C)c(C)c2)c(Cl)c1Cl	-15%	23%	-11%	-6%	u	23%	8%	-20%	-7%	u	9%
COC(C(=O)N1CCC(n2nccc2NC(=O)C2CC2)CC1)c1ccccc1 (configuration not stated)	u	u	1%	-5%	u	u	3%	u	29%	20%	14%
COc1cc2ccccc2c2c1CCCC2=O	-4%	-2%	9%	18%	-8%	-9%	1%	0%	4%	6%	0%
O=C(N=Nc1c(O)[nH]c2ccccc12)c1cc(-c2ccc(F)cc2)n[nH]1	-3%	-4%	-4%	-6%	-5%	11%	-1%	0%	-23%	-2%	-3%
O=C(CSc1nnc(-c2ccncc2)n1-c1ccccc1Cl)Nc1ccc(C(=O)O)cc1	-9%	0%	3%	-6%	-3%	9%	1%	-13%	21%	-1%	0%
COc1ccc(C(=O)NCCCN2CCOCC2)cc1OC	2%	4%	-2%	1%	-1%	-1%	1%	2%	-11%	0%	2%
CC1CCCC(C)N1CCCNC(=O)CN1C(=O)COc2ccc(S(=O)(=O)N3CCOCC3)cc21 (configuration not stated)	-8%	6%	-6%	-14%	-2%	16%	1%	3%	12%	0%	1%
Cc1ccc(NC(=O)c2ccc(C(=O)c3ccccc3)cc2)nc1	x	12%	x	x	28%	81%	-8%	19µM*	x	30%	u
O=C(NCCCN1CCN(c2cccc(Cl)c2)CC1)c1cccc(N2CCCC2=O)c1	-1%	-5%	-3%	-15%	-5%	-11%	-2%	-1%	-13%	-1%	-4%
O=S(=O)(c1cc(Cl)ccc1Cl)N1CCCCC1	11%	-4%	9%	-2%	7%	0%	0%	-3%	-5%	1%	-5%
CCOC(=O)Nc1ccc(S(=O)(=O)NCCCN2CCOCC2)cc1	1%	-2%	5%	-1%	-1%	-2%	0%	3%	32%	-3%	-2%
Cn1cc[n+](C)c1COc1ccc(C=O)cc1	-16%	x	10%	-1%	0%	-1%	4%	-1%	-17%[1.91 µM]	1%	1%
O=C1COc2ccccc2N1Cc1ccccc1Cl	-2%	6%	2%	-1%	-5%	13%	0%	0%	-14%	0%	3%
CCOc1ccc(N(CC(=O)NCc2ccc(OC)cc2)S(=O)(=O)c2c(C)[nH]c(=O)[nH]c2=O)cc1	-2%	6%	0%	-5%	-1%	-1%	2%	2%	-1%	-2%	1%
CCc1ccc(S(=O)(=O)/N=C2\C=CC(=O)c3ccccc32)cc1	u	-11%	12%	12%	4%	x	x	u	u	7%	-2%
COc1ccc(NC(=O)Cn2c(=O)c(C)nc3ccccc32)cc1Cl	-2%	-2%	-7%	x	10%	-6%	-1%	0%	2%	-3%	6%
O=C1N(c2ccccc2C(F)(F)F)O[C@]1(c1ccccc1)C1CCCC1	x	10%	x	x	-8%	-4%	-19%	5%	x	-5%	-3%
CCC(C(=O)NCC1CCCO1)N(C(=O)c1snc(C(N)=O)c1N)c1ccc(Cl)cc1 (configuration not stated)	3%	-8%	2%	31%[activator]	0%	-13%	0%	3%	12%	-7%	-2%
Cc1ccc(C(=O)CCNc2ccc(Cl)cc2)o1	-3%	u	5%	0%	12%	-11%	-4%	-13%	-21%	-1%	u
COc1ccc(-c2nc(C)sc2C)cc1	-6%	1%	11%	-7%	0%	31%	3%	u	-18%	-1%	4%
CCOC(=O)c1sc(NC(=O)CSc2nnnn2-c2ccccc2)c(C(=O)OCC)c1C	-4%	-1%	1%	0%	1%	-25%	3%	7%	-7%	-7%	3%

Brought forward from above: 2 entries; new compounds follow.
smiles	Gal4-VP16 FLuc	p53 reactivation	MLL CXXC-DNA inh	MBNL1-CUG inh	Rab9 prom act	BRCA1 expr up	uPA generation	FLuc modulator	RORg inh	NPC1 promoter act	ELG1 genotoxic
COc1ccc(-c2nc(C)sc2C)cc1	-6%	1%	11%	-7%	0%	31%	3%	u	-18%	-1%	4%
CCOC(=O)c1sc(NC(=O)CSc2nnnn2-c2ccccc2)c(C(=O)OCC)c1C	-4%	-1%	1%	0%	1%	-25%	3%	7%	-7%	-7%	3%
CCN1CCN(C(=O)CCN2C(=O)c3ccccc3S2(=O)=O)CC1	x	-1%	x	x	-4%	-1%	17%	-5%	x	0%	-3%
COc1cc(C(C)=O)ccc1COc1ccc(C(=O)OCC(N)=O)cc1OC	-14%	-22%	12%	-6%	-2%	-21%	-1%	12µM*	13%	0%	3%
CC(=O)c1ccc(NC(=O)CSc2nnc(NC(=O)c3ccco3)s2)cc1	21%	u	31%[activator]	15%	u	33%	-7%	2.4µM*	-17%	u	u
COc1ccccc1Nc1cc(C)nc(Nc2ccccc2OC)n1	x	-1%	x	x	-11%	-50%	3%	-8%	x	1%	-3%
O=C(CNC(=O)c1ccc(-c2ccccc2)cc1)OCc1ccc(Cl)cc1	-3%	17%	10%	1%	1%	-14%	0%	-5%	-14%	-1%	-1%
CCC(=O)c1ccc(N2CCN(C(=O)c3cc([N+](=O)[O-])ccc3N3CCN(C)CC3)CC2)c(F)c1	-12%	-1%	10%	36%[activator]	7%	-3%	6%	-3%	2%	-2%	-3%
COCCn1c(=NC(=O)c2cc3ccccc3oc2=O)sc2cc(S(N)(=O)=O)ccc21	-24%	1%	11%	u	-3%	-30%	1%	-1%	22%	0%	2%
O=C(NCCc1ccc(Cl)cc1)c1ccc2c(c1)OCCO2	u	9%	-3%	-1%	0.32µM*	u	u	1.2µM*	-31%[1.91 µM]	0.4µM*	2.3µM*
Cc1ccc(O)c(NC(=O)/C=C/C(=O)O)c1	u	6%	0%	0%	-3%	-3%	u	3%	u	-4%	1%
COc1cc(C2c3c(-c4ccccc4)n[nH]c3C(=O)N2c2ccc(C(=O)O)cc2)ccc1O (configuration not stated)	-5%	1%	-20%	-17%	-1%	4%	13%	-9%	-7%	0%	2%
CC(C)Cc1nnc(NC(=O)CCNC(=O)c2ccco2)s1	10%	0%	-11%	-4%	3%	-19%	1%	-1%	15%	0%	0%
CCN(C(=O)CN1C(=O)/C(=C/c2ccc(F)cc2)SC1=S)C1CCS(=O)(=O)C1 (configuration not stated)	-2%	12%	1%	u	-1%	-29%	u	u	-13%	-11%	-5%
O=c1[nH]c2ccccc2c2nc3ccccn3c12	-26%	u	-17%	-14%	u	18%	-9%	17µM*	-38%	u	u
COc1ccc(NC(=O)COC(=O)c2ccc(Br)o2)cc1OC	0%	-7%	18%	4%	25%	-12%	4%	-1%	-22%	3%	2%
CCC(O)C1CCN(Cc2cn(Cc3ccccc3)nc2-c2cc3ccccc3o2)CC1 (configuration not stated)	u	9%	-1%	-6%	-8%	-26%	-25%	1%	u	1%	-1%
O=C(CNCc1ccccc1)Nc1ccc(F)cc1	-14%	13%	18%	-12%	19%	55%	-6%	-4%	22%	1%	9%
COc1cccc(C(CC(=O)NCc2ccco2)NS(=O)(=O)c2ccc(C)cc2)c1OC (configuration not stated)	3%	-6%	u	-3%	0%	0%	-4%	2%	-8%	3%	-12%
